Caspase-1 inhib: allosteric or competitive inhibitors of human caspase-1 | P29466 | Caspase-1 enzyme, Ac-WEHD-AFC fluorogenic rate | Potency, µM (series often up to 57.5 µM), for the others: at the top dose activity change, negative = inhibition, most hits filed as inhibitors | actives 0.03% (n = 75,000) | AID 900;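 also: potency is read from the fitted curve at half-maximal effect; plate controls were vehicle for no effect and no substrate for full effect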
4-MU autofl: 4-MU region autofluorescence | max dye-equivalent concentration, M | compound autofluorescence, 340/450 nm, 4-MU equivalents; hits give high values | AID 589 | actives 11% (n = 59,000); in the data active = max dye-equivalent concentration above about 10 nM; inconclusive = mostly about 1.1 nM to 9.6 nM
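Compounds in 100 mM Tris, pH 8.0, incubated 15 min at room temperature, then fluorescence read at 340 nm excitation/450 nm emission. Signal converted to 4-MU dye-equivalent concentration using an on-plate six-point 4-MU standard curve.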
A350 fluor: compounds fluorescent in Alexa 350 spectral region. Compound autofluorescence, 340/450 nm, Alexa 350 dye-equivalents; hits give high values. actives 11% (n = 59,000). max dye-equivalent concentration, M; in the data active = max dye-equivalent concentration above about 10 nM; inconclusive = mostly about 1.1 nM to 9.6 nM
UbGFP stabilizer: inhibits proteasome, raising ubiquitin-GFP reporter fluorescence | Ubiquitin-GFP reporter cells, proteasome inhibition, GFP fluorescence; response scale: untreated = 0%, 10 µM MG-132 = 100% | Potency, µM (titrated, usually from 45.9 µM), inactives show at the top dose activation (GFP accumulation), actives largely listed as activators | 67,000 tested, under 10 active; active = well fitted activation curve with a large enough effect, not every such curve was filed as active; inconclusive = small, poorly fitted or top-dose-only effect, or another doubt; inactive = no such curve, though single readings can be large or run the other way; also: potency is read from the fitted curve at half-maximal effect
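U2OS Ub(G76V)-GFP reporter; O/N plating, 0.5% FBS; cpd 46 uM–2.9 nM, 4 h, 37 °C; GFP+ cell count, 488/515 nm; norm. to basal vs 10 uM MG-132; CRC fit.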
BRCT PPI red: BRCT-phosphoprotein interaction inhibition (red fluorophore); P38398; BRCT-phosphopeptide binding, red fluorescence polarization; Potency, µM (highest dose often 76.9 µM), for inactives: at the top dose activity change, negative = inhibition, most hits filed as inhibitors; actives 0.03% (n = 75,000); also: % is scaled to controls: 0 for no effect and ±100 for the full control effect
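Fluorescence polarization: 100 nM His-tagged BRCA1 BRCT with 100 nM TAMRA-labelled phospho-BACH1 decapeptide, phosphate buffer pH 7.3 with 150 mM NaCl, DTT, 0.01% Tween 20; 12 min RT. Binding inhibition seen as FP decrease.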
HEK293 cAMP cs: parental HEK293 cAMP activation (counter-screen). AID 938. Potency, µM (series often up to 57.1 µM), for the others: top-dose activation, actives largely listed as activators. parental HEK293 CNG cAMP sensor, membrane potential fluorescence. actives 2.5% (n = 73,000); also: potency is read from the fitted curve at half-maximal effect; % of control where 0% means no effect; nearly all actives have a fitted effect of over 55% in size
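Counterscreen for endogenous-receptor signalling: CNG-channel HEK 293 cells report cAMP rise by membrane depolarization. After 60 min dye equilibration with 100 uM RO 20-1724, compounds incubated 30 min before bottom-read fluorescence at 590 nm.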
BRCT PPI green: inhibitors of human BRCA1 BRCT-phosphoprotein interaction (green fluorophore). P38398. BRCA1 BRCT-phosphopeptide binding, green fluorescence polarization. Potency, µM (titrated, usually from 76.9 µM), for the others: top-dose activity change, negative = inhibition, hits mostly inhibitors. actives 0.05% (n = 75,000). AID 875;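 also: potency is read from the fitted curve at half-maximal effect; plate controls were peptide without protein for full effect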
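Compounds were incubated for 12 min at room temperature with a complex of 100 nM fluorescein-tagged pBACH1 decapeptide and 250 nM His-tagged BRCT protein. Buffer was phosphate pH 7.3 with EDTA, DTT and Tween 20. Disruption of binding lowers the polarization signal.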
Epigenetic mod: derepresses silenced GFP locus in mouse C127i cells; mouse C127i GFP locus derepression, cytometry, 30 h; AID 597; Potency, µM (highest dose often 46.1 µM), for inactives: at the highest dose GFP derepression (activation); actives 0.09% (n = 68,000); also: % of control where 0% means no effect
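Read-out is the number of GFP-positive cells, scored as fluorescent objects 20 to 120 um wide, reflecting derepression of a silenced CMV-GFP reporter in murine C127i cells after 30 h compound exposure at 37 C.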
Fluorescein fluor: compound autofluorescence in fluorescein spectral region; Compound autofluorescence, 480/540 nm, fluorescein-equivalent; hits give high values; max fluorescein-equivalent concentration, M; actives 0.91% (n = 59,000); in the data active = max fluorescein-equivalent concentration above about 10 nM; inconclusive = between about 1.1 nM and that limit
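First, buffer (100 mM Tris, pH 8.0) dispensed; second, compounds and fluorescein standards pinned in; third, 15 min room-temperature incubation; finally, imaging at ex 480 nm/em 540 nm. Fluorescence normalized against the six-point fluorescein curve.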
Casp7 inh: allosteric or competitive inhibitors of human caspase-7; P55210; recombinant caspase-7, Ac-DEVD-AFC fluorescence rate; Potency, µM (titrated, usually from 57.5 µM), without a hit: at the top dose activity change, negative = inhibition, actives largely listed as inhibitors; actives 0.02% (n = 75,000); active = well fitted inhibition curve with a large enough effect in the main read-out, with a control signal flat, not every such curve was filed as active; inconclusive = small, poorly fitted or top-dose-only effect, or a change in a side signal; also: potency is read from the fitted curve at half-maximal effect; % of control where 0% means no effect
Target sequence (P55210 24-198 limits assumed): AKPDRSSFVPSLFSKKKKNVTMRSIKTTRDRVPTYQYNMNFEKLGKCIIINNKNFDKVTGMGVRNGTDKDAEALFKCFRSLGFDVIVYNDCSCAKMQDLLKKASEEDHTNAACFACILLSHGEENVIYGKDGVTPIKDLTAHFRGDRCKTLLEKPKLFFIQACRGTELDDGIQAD
Target sequence (P55210 207-303 limits assumed): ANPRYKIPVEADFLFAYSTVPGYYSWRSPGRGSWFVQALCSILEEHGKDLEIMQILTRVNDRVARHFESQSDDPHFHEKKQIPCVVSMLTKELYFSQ
USP2a inhib: inhibitors of human ubiquitin-specific protease USP2a. O75604. USP2a enzymatic assay, qHTS inhibition. Potency, µM (highest dose often 38.3 µM), for the others: top-dose activity change, negative = inhibition, most hits filed as inhibitors. actives 0.1% (n = 60,000). AID 927;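 also: potency is read from the fitted curve at half-maximal effect; nearly all actives have a fitted effect of over 60% in size; plate controls were DMSO for no effect and NEM full inhibition control for full effect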
Target sequence (O75604 whole entry, looked up): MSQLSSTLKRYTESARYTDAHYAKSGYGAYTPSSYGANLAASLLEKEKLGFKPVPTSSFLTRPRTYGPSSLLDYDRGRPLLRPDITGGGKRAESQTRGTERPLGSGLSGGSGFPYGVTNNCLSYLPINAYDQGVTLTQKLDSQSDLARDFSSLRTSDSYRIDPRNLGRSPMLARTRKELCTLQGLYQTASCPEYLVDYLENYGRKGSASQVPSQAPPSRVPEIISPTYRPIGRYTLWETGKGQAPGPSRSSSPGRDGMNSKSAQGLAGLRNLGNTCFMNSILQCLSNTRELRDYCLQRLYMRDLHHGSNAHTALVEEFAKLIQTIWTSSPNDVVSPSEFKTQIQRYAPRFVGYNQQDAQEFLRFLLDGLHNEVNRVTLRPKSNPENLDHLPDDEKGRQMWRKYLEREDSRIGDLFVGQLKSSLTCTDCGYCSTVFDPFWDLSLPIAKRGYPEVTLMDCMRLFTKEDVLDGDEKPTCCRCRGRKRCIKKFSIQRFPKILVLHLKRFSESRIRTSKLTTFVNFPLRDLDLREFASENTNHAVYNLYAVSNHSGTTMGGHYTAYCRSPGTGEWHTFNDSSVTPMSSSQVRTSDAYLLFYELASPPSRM
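Inhibition is measured in a cell-free coupled assay with 20 nM USP2 core, 20 nM Ub-PLA2 and 20 uM NBD C6-HPC, 2.5 h incubation. Activity normalized to NEM control.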
Active calls of the source: *; i = inactive; ? = inconclusive; . = no result given; [ ] = dose if it differs, or a comment. Unless noted, calls follow the shape of the dose curve; as a rule, active = well fitted curve in the direction sought with a large enough effect; inconclusive = small, poorly fitted or top-dose-only effect, or another doubt; inactive = no such curve, though single readings can be large; an effect the other way counts as inactive or inconclusive. These rows are one share of the data. The share of hits here may be higher or lower than overall.

The line under a structure holds: Caspase-1 inhib	4-MU autofl	A350 fluor	UbGFP stabilizer	BRCT PPI red	HEK293 cAMP cs	BRCT PPI green	Epigenetic mod	Fluorescein fluor	Casp7 inh	USP2a inhib
O=c1cnc2cnc(N3CCOCC3)nc2n1C1CC1
 : -13%	i	i	12%	2.3%	6%	0.4%	-5%[9.22 µM]	?	-25%	-22%
CC(=O)c1c(C)[nH]c(C(=O)NCCC2=CCCCC2)c1C
 : -2%	i	i	5%	1.5%	16%	0.1%	11%	i	-1%	-2%
CCOC(=O)c1ccc(NC(=O)CSc2nnc(COc3ccccc3)n2C)cc1
 : 0%	i	i	-3%	-0.1%	-3%	-4.3%	4%	i	-2%	10%
CCCCC(=O)Nc1ccc2oc(-c3cccnc3)nc2c1
 : -2%	2e-08M*	2.4e-08M*	2%	-1.4%	-1%	-3.0%	2%	?	-3%	17%
CC1/C=C/C=C/C=C/C=C/C=C/C=C/C=C/C(OC2OC(C)C(O)C(N)C2O)CC2O[C@@](O)(CC(O)CC(O)C(O)CCC(O)CC(O)CC(=O)OC(C)[C@H](C)C1O)CC(O)C2C(=O)O (stereo partly drawn)
 : ?	.	.	.	3.7%	.	0.9%[3.08 µM]	.	.	?	31%[activator]
CN(C(=O)c1cccnc1)c1nnc(-c2cccnc2)s1
 : -2%	i	i	-5%	-0.3%	-2%	-1.7%	-2%	i	0%	0%
COc1ccc2cc(C(=O)Nc3c(C)n(C)n(-c4ccccc4)c3=O)sc(=O)c2c1OC
 : -1%	.	.	6%	0.1%	3%	-1.1%	.	.	0%	.
CC1CCCCC1NC(=O)CN1CCN(Cc2ccccc2Cl)C1=O (stereo not drawn)
 : 1%	i	i	-4%	0.7%	?	-0.9%	0%	i	-1%	8%
CCc1cc2ccccc2nc1SCC(=O)Nc1cc(C)on1
 : 0%	i	i	-8%	1.4%	25µM*	-0.8%	-1%	i	0%	-4%
Cc1cc(C(=O)NCCCN2CCN(C3CCCCC3)CC2)n(-c2ccccc2)n1
 : -4%	.	.	6%	0.0%	7%	-2.1%	-3%	.	-2%	.
COc1ccc(-c2nc(SCC(=O)N3CCOCC3)n[nH]2)cc1
 : 1%	i	i	-5%	-0.2%	-1%	-0.8%	3%	i	-3%	-8%
CCCCCC(CC(=O)O)C(=O)O (stereo not drawn)
 : 4%	.	.	.	0.4%	.	-0.2%[3.08 µM]	.	.	0%	-6%
OC(c1ccccc1)C1CN(Cc2ccccc2)CCC1(O)c1ccccc1 (stereo not drawn)
 : -1%	i	i	-6%	0.2%	?	-0.1%	-4%	i	0%	13%
N#CCCN1CCN(S(=O)(=O)c2ccc(S(=O)(=O)N3CCOCC3)cc2)CC1
 : 0%	.	.	3%	0.1%	0%	-2.3%	2%	.	-1%	.
COc1ccc(OCC(=O)N2CCN(c3nnc(-c4ccccc4)c4ccccc34)CC2)cc1
 : -2%	i	i	7%	-2.4%	28%	1.8%	-2%	i	-4%	29%
CCCC(C)NC(=O)c1ccc(F)cc1 (stereo not drawn)
 : -3%	.	.	-20%	-1.0%	3%	-3.1%	-2%	.	0%	-3%
CCCCn1c(CNC(=O)c2cccs2)nc2ccccc21
 : -1%	.	.	16%	0.4%	-2%	0.8%	.	.	-1%	.
COC(=O)c1ccc2c(=O)n3c(nc2c1)SCC(c1ccccc1)=N3
 : 0%	.	.	-4%	-0.1%	8%	-0.4%	.	.	-2%	.
COc1ccc(CNc2ncncc2-c2cccc(NS(C)(=O)=O)c2)c(OC)c1
 : -2%	i	i	3%	0.8%	?	-2.6%	5%[9.22 µM]	?	-5%	54%[activator]
CC(=O)c1ccc(N2CCN(C(=O)CCS(=O)(=O)c3ccc(C)cc3)CC2)cc1
 : 2%	?	?	-1%	-3.6%	9%	-4.6%	2%	i	2%	7%
O=C(Nc1ccc2c(c1)OCCO2)c1ccco1
 : -2%	.	.	1%	0.7%	-2%	0.9%	-2%	.	0%	4%
O=C1CCCc2nc(N3CCN(c4ccccc4)CC3)ncc21
 : 3%	i	i	3%	-0.7%	11%	0.2%	-2%	?	-1%	-1%
Nc1cc(=O)[nH]c(SCc2cccc(Cl)c2)n1
 : -1%	i	i	-6%	0.0%	-11%	1.6%	2%	i	1%	35%[activator]
CC(Oc1ccccc1Cl)C(=O)N(Cc1ccco1)C1CCS(=O)(=O)C1 (stereo not drawn)
 : 2%	i	i	.	-0.4%	?	-3.8%	0%	i	0%	9%
COc1cccc(N2C(=O)CC(Nc3ccc(N4CCOCC4)cc3)C2=O)c1 (stereo not drawn)
 : 0%	.	.	.	-0.8%	-4%	-1.5%	.	.	-1%	.
CCCc1cc2c(n1Cc1ccc(OC)cc1)C(C)C1CN(C(=O)c3ccccc3)C(C)(C(=O)OC)C21 (stereo not drawn)
 : -3%	.	.	.	1.4%	30%	-0.1%	.	.	-5%	.
Cc1ccccc1-c1nc(NC2CCNCC2)c2ccccc2n1
 : -4%	i	i	-5%	0.4%	6%	-0.4%	3%[9.22 µM]	i	1%	-5%
CCN(CCNC(=O)CCCn1nc(C)n2c(cc3sccc32)c1=O)c1ccccc1
 : -2%	.	.	3%	1.1%	6%	-3.7%	-2%	.	-1%	.
O=C(NCc1ccc2c(c1)OCO2)c1ccc(-n2cnnn2)cc1
 : 4%	i	i	4%	-1.8%	1%	-1.1%	-1%	i	5%	-1%
CCOc1ccc(N2C(=O)CC(NCCc3ccc(S(N)(=O)=O)cc3)C2=O)cc1 (stereo not drawn)
 : -2%	.	.	-3%	0.4%	0%	-0.8%	2%	.	-2%	5%
COc1ccccc1NC(=O)Cn1nnc(-c2ccccc2NC(=O)c2cccs2)n1
 : -1%	i	i	1%	-0.8%	4%	-0.5%	4%	?	-2%	-17%
CCOC(=O)c1[nH]c2ccccc2c1NC(=O)C1CCCCC1
 : 1%	i	i	-10%	1.0%	22%	-2.0%	0%	i	0%	4%
COc1ccc(CCN2C(=O)c3ccccc3C2(O)c2ncc[nH]2)cc1OC (stereo not drawn)
 : -3%	.	.	7%	0.2%	3%	-1.1%	0%	.	0%	6%
S=C(c1ccc(N2CCOCC2)cc1)N1CCCCC1
 : -1%	i	i	-16%	-0.2%	0%	-2.2%	3%	i	0%	5%
O=C(NCc1cccnc1)C1CCN(S(=O)(=O)c2cccs2)CC1
 : 1%	i	i	23%	0.8%	3%	-0.2%	1%	i	-1%	-4%
O=C(NC1=NCCS1)c1cc(-c2ccccc2)nn1-c1ccccc1
 : 4%	i	i	-1%	0.5%	15%	-0.8%	1%	i	0%	0%
COc1ccc(Cn2nnc3c(=O)[nH]c(C4CCCN(C(=O)c5ccccc5)C4)nc32)cc1 (stereo not drawn)
 : -1%	.	.	-14%	-0.7%	10%	9.6%	.	.	-5%	.
CCCn1c(=O)c2ccccc2n2c(SCCOc3ccc(C)cc3)nnc12
 : -6%	i	i	14%	-0.7%	20µM*	-0.3%	-1%	i	-1%	8%
O=S(=O)(c1ccccc1C(F)(F)F)N1CCOCC1
 : 0%	?	?	-1%	-0.2%	3%	-4.7%	4%	?	-1%	0%
CC(N=c1ccccn1C(=O)Nc1ccc(Cl)cc1)c1ccco1 (stereo not drawn)
 : 0%	i	i	0%	1.3%	2%	-3.4%	0%	?	0%	-8%

Just BRCT PPI green and 4-MU autofl (2 entries from above):
| Compound | BRCT PPI green | 4-MU autofl |
| --- | --- | --- |
| O=C1CCCc2nc(N3CCN(c4ccccc4)CC3)ncc21 | 0.2% | i |
| COc1ccccc1NC(=O)Cn1nnc(-c2ccccc2NC(=O)c2cccs2)n1 | -0.5% | i |

New compounds follow.
The line under a structure holds: Caspase-1 inhib	4-MU autofl	A350 fluor	UbGFP stabilizer	BRCT PPI red	HEK293 cAMP cs	BRCT PPI green	Epigenetic mod	Fluorescein fluor	Casp7 inh	USP2a inhib
COc1ccc(OC)c(C2C(C(C)=O)=C(O)C(=O)N2c2ccc(O)cc2)c1 (stereo not drawn)
 : 2%	?	?	3%	-0.5%	6%	-0.5%	0%	i	-2%	-6%
Cn1c(=O)oc2cc(S(=O)(=O)NCCN3CCCCCC3)ccc21
 : -1%	i	i	-11%	-0.6%	7%	0.0%	6%	?	0%	6%
N#CCc1nc(CSc2nc3ccccc3s2)cs1
 : -1%	i	i	2%	0.4%	10%	3.1%	-5%	i	-6%	31%[activator]
O=C(Nc1ccc(F)cc1)NC1(C(=O)NCc2ccco2)CCCCC1
 : 0%	i	i	-2%	-0.7%	7%	-1.8%	2%	i	5%	7%
C[C@]1(c2ccccc2)O[C@@H]2C[C@@H]3[C@@H]4CCC5=CC(=O)C=C[C@@]5(C)[C@]4(F)[C@H](O)C[C@]3(C)[C@@]2(C(=O)CO)O1
 : 4%[11.5 µM]	i	i	-6%[9.17 µM]	0.3%[15.4 µM]	-15%[11.4 µM]	0.1%[15.4 µM]	6%[9.22 µM]	i	-1%[11.5 µM]	.
CCOc1ccc(C2NC(=O)c3n[nH]c(C)c32)cc1 (stereo not drawn)
 : -1%	.	.	8%	0.3%	4%	-1.9%	-3%	.	0%	.
Cc1ccccc1S(=O)(=O)Cc1ccc(C(=O)NCCN2CCCCC2C)o1 (stereo not drawn)
 : 2%	i	i	-6%	-2.3%	6%	-2.4%	6%	i	2%	8%
